# Compound activity as filed in PubChem BioAssay.
# ERG-DNA inh: inhibitors of human ERG Ets domain-DNA interaction. P11308. fluorescence polarization, His-ERG Ets domain / labelled DNA. Potency, µM (highest dose often 76.9 µM), inactives show at the top dose FP activity, negative = inhibition, most hits filed as inhibitors. 370,000 tested, 0.028% active; active = well fitted inhibition curve with a large enough effect in the polarisation, with a control signal flat; inconclusive = small, poorly fitted or top-dose-only effect, or effect the other way, or a change in a side signal; inactive = no such curve, though single readings can be large or run the other way; the % refers to the polarisation;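 note: polarization taken with two DNA probes labelled with fluorescein and Texas red; potency is the fitted concentration of half-maximal effect; % of control where 0% means no effect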
#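 His-tagged ERG Ets domain (1 uM in the protein solution; 300mM KCl, 50mM Tris-HCl, 1mM EDTA, 1mM DTT, pH 7.5) received compound, then a probe mix of 5 nM fluorescein-DNA and 100nM Texas-615-DNA. Fluorescence polarization was read for both dyes.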
# Pin1 inhibitor: human Pin1 inhibition; Q13526; Pin1 FP peptide displacement, HiFluor488, 10 min; Potency, µM (series often up to 115 µM), without a hit: top-dose activity, negative = inhibition, actives largely listed as inhibitors; 390,000 tested, 0.009% active; active = well fitted inhibition curve with a large enough effect in the polarisation, with a control signal flat, not every such curve was filed as active; inconclusive = small, poorly fitted or top-dose-only effect, or effect the other way, or a change in a side signal; inactive = no such curve, though single readings can be large or run the other way; the % refers to the polarisation; note: potency is the fitted concentration of half-maximal effect; % is set by controls: 0 for no effect and ±100 for the full control effect
# PGK inhibitor: blocks T. brucei phosphoglycerate kinase; P07378; PGK/GAPDH coupled, Kinase-Glo luminescence, 60 min; AID 602233; 380,000 tested, 0.043% active; Potency, µM (titrated, usually from 57.5 µM), without a hit: at the top dose activity change, negative = inhibition, usual class: inhibitors; note: potency is the fitted concentration of half-maximal effect; % is set by controls: 0 for no effect and ±100 for the full control effect; nearly all actives have a fitted effect of over 60% in size
#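 Luminescent ATP detection (Kinase-Glo Plus) follows a 60-minute room-temperature incubation, with wells lacking PGK as controls. Buffer: 100 mM TEA (pH 7.6), 5 mM MgCl2, 0.01% Tween-20. Coupling enzyme GAPDH (100 nM final) supplies unstable 1,3-BPG in-well.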
# BAZ2B block: inhibitors of human BAZ2B bromodomain | Q9UIF8 | 360,000 tested, 4.4% active | AlphaScreen BAZ2B-H3K14Ac peptide displacement | Potency, µM (doses to about 114 µM), inactives show top-dose activity change, negative = inhibition, hits mostly inhibitors; note: potency is the fitted concentration of half-maximal effect; % is set by controls: 0 for no effect and ±100 for the full control effect; nearly all actives have a fitted effect of over 60% in size
#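 BAZ2B (50 nM) with biotin-H3(5-23)K14Ac peptide (50 nM) in PBS pH 7.4, 0.01% Tween-20, preformed 30 min, then compound 30 min at room temperature; top concentration 110uM. AlphaScreen streptavidin donor/nickel chelate acceptor beads (10 ug/mL final), 20 min dark, signal read.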
# GLS inh: inhibitors of human glutaminase (GLS) | O94925 | GLS enzymatic activity, qHTS titration | Potency, µM (highest dose often 45.5 µM), for inactives: at the top dose activity change, negative = inhibition, most hits filed as inhibitors | 410,000 tested, 0.21% active | AID 624170; note: potency is the fitted concentration of half-maximal effect; % is set by controls: 0 for no effect and ±100 for the full control effect
#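 Human kidney-isoform GLS in 45 mM KH2PO4 pH 8.2, 0.02% Tween-20, with compound, started with 1mM L-Glutamine (added stock). Glutamate oxidase/HRP/Amplex red coupled fluorescence read at start and after 30 min at RT.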
# HP1b binding inh: blocks HP1-beta chromodomain binding to methylated histone tails. 390,000 tested, 0.56% active. AID 540317. AlphaScreen HP1-beta / biotin-H3K9me3 peptide binding. Potency, µM (top dose mostly 114 µM), for the others: top-dose activity change, negative = inhibition, most hits filed as inhibitors; note: potency is the fitted concentration of half-maximal effect; nearly all actives have a fitted effect of over 70% in size; inactives centre near 23
#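 AlphaScreen: HP1-beta (50 nM) preformed 30 min with biotin-H3(1-18)K9me3 peptide (50 nM) in PBS pH 7.4, 0.01% Tween-20. Compound added for 30 min at RT, then streptavidin donor/nickel chelate acceptor beads (10 ug/mL) for 30 min.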
# PI4K2A block: blocks human PI4K2A kinase activity. 420,000 tested, 0.13% active. activity change, negative = inhibition, % at 76.9 µM. Q9BTU6. purified PI4K2A, ADP-Glo luminescence, 1 h; hits give low values; in the data active = activity change below about -50%; inconclusive = mostly about -30% to -49%;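 note: -100% = wells without enzyme as full effect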
#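 ADP-Glo luminescence measured ADP generated by PI4K2A enzyme (4 ug/mL before mixing) with 1.2 mM PI substrate (pre-mix) and 300 microM ATP (pre-mix). Tris pH7.5 buffer with MgCl2, Triton X-100; 1 h reaction at ambient temperature.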
# G9a inh: inhibitors of human histone lysine methyltransferase G9a; Q96KQ7; G9a H3K9 monomethylation, AlphaScreen, 2 h; Potency, µM (series often up to 102 µM), inactives show at the highest dose activity, negative = inhibition, usual class: inhibitors; 350,000 tested, 8.8% active; AID 504332; note: potency is the fitted concentration of half-maximal effect; % is set by controls: 0 for no effect and ±100 for the full control effect; nearly all actives have a fitted effect of over 75% in size
#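 Step 1: enzyme (final 20 nM) with compound, 15 min RT. Step 2: substrate peptide 500 nM and SAM 20 uM, 2 h RT. Step 3: anti-H3K9me1 antibody and AlphaScreen beads, 10 min, then plate read.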
# JMJD2A Tudor: blocks the human JMJD2A Tudor domain; O75164; AlphaScreen JMJD2A-Tudor / H3K4me3 peptide binding; Potency, µM (highest dose often 114 µM), for the others: at the top dose activity change, negative = inhibition, hits mostly inhibitors; 390,000 tested, 4.4% active; AID 504339; note: potency is the fitted concentration of half-maximal effect; % is set by controls: 0 for no effect and ±100 for the full control effect; nearly all actives have a fitted effect of over 50% in size
# Target sequence (O75164 whole entry, looked up, the tested form may be a part): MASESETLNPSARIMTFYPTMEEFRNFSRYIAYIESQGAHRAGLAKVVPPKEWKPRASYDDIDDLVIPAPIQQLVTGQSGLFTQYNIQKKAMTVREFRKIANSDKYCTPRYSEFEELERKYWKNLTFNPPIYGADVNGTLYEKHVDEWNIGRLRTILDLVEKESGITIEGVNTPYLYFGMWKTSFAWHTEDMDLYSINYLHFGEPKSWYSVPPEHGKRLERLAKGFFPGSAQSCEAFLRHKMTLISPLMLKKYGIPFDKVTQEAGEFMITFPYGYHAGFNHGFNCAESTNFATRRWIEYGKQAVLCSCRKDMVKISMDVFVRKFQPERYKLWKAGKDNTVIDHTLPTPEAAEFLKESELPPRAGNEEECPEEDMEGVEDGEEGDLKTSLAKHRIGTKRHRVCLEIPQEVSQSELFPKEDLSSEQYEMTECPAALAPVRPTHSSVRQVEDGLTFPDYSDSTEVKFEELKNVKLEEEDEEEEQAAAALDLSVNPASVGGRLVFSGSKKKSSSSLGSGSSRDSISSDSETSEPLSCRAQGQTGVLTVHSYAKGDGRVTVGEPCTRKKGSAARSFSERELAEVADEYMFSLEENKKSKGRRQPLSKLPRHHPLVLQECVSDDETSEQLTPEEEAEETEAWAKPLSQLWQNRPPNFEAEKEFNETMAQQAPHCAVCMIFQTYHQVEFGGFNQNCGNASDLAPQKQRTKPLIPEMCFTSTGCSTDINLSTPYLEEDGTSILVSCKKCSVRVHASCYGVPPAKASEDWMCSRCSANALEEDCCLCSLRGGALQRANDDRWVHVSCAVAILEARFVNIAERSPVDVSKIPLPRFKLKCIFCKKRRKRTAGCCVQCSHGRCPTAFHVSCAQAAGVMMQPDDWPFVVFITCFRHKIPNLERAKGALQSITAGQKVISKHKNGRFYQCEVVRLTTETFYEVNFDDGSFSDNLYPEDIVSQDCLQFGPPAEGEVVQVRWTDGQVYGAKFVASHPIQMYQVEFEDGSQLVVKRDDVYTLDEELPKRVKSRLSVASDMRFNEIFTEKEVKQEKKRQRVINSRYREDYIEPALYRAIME
# Active calls of the source: *; i = inactive; ? = inconclusive; nt = no result given; [ ] = another dose, or the depositor's remark. Unless noted, calls come from the whole dose curve; as a rule, active = well fitted curve in the direction sought with a large enough effect; inconclusive = small, poorly fitted or top-dose-only effect, or another doubt; inactive = no such curve, though single readings can be large; an effect the other way counts as inactive or inconclusive.
mol	ERG-DNA inh	Pin1 inhibitor	PGK inhibitor	BAZ2B block	GLS inh	HP1b binding inh	PI4K2A block	G9a inh	JMJD2A Tudor
OCC[n+]1ccc(/C=C/c2c[nH]c3ccccc23)cc1	-1%	?	1%	-39%	11%	48%	-1	?	1%
CCOc1ccccc1NC(=O)C1CCCN(c2c(CC)c(C)nc3ncnn23)C1 (stereo not drawn)	3%	3%	3%	5%	2%	3%	-1	17%	-13%
CN(C)c1ccc(P(=O)(OCc2ccccc2)C(O)c2cccnc2)cc1 (stereo not drawn)	-5%	-6%	-3%	-2%	16%	21%	-6	?	-16%
C(=Nc1cccc2c(N=Cc3ccco3)cccc12)c1ccco1	-8%	?	-9%	28µM*	6%	-5%	-10	40µM*	-32%
Cc1ccc(C)c(S(=O)(=O)N2CCCOC2CNC(=O)C(=O)NCc2ccco2)c1 (stereo not drawn)	-1%	-1%	-2%	-7%	13%	10%	2	13%[59 µM]	-13%
CCCCn1c(=NC(=O)c2ccc3c(c2)OCO3)c(C#N)cc2c(=O)n3cccc(C)c3nc21	-4%	1%	-8%	0%	-2%	21%	1	5%	7%
O=C(CCS(=O)(=O)c1cc(Br)cc2c1N(C(=O)C1CC1)CC2)NCC1CCCO1 (stereo not drawn)	-6%	5%	-2%	-4%	0%	30%	-12	1%[59 µM]	-7%
O=C1Nc2ccc(Br)cc2C1(O)Cc1ccncc1 (stereo not drawn)	-3%	4%	4%	-2%	-2%	26%	6	-9%[12.7 µM]	-3%
CCO[C@H]1OC(C(=O)N2CCN(Cc3ccc4c(c3)OCO4)CC2)=C[C@@H](C(C)(C)C)[C@@H]1CCCO	-11%	0%	i	-24%	-4%	27%	-2	13%[59 µM]	-16%
COc1ccc(C)cc1NC(=O)N1CCCc2ccccc21	-5%	-5%	-4%	36%[activator]	9%	69%[activator]	-1	59%[activator]	10%
O=C(CSc1ncnc2c1cnn2-c1cccc(Cl)c1)NCC1CCCO1 (stereo not drawn)	3%	1%	9%	1%	9%	18%	1	5%	1%
Cc1ccc(CCN2CC(C(=O)NCCCOC(C)C)CC2=O)cc1 (stereo not drawn)	-9%	0%	-6%	11%	8%	38%	-1	-15%	-8%
CCCCn1c(SCC(=O)c2ccc(OC)cc2OC)nc2cc(S(N)(=O)=O)ccc21	8%	?	0%	-34%	6%	29%	-16	-2%[59 µM]	-18%
COc1ccccc1N1CC(C(=O)OCC(=O)Nc2c(C)cccc2C)CC1=O (stereo not drawn)	-8%	-18%	5%	-15%	6%	23%[57 µM]	1	20%	-2%
C[C@H](CO)N1C[C@H](C)[C@@H](CN(C)Cc2ccncc2)Oc2ccc(NC(=O)CCCCCC(=O)Nc3ccccc3N)cc2C1=O	-7%	2%	-10%	nt	5%	42%[activator]	4	nt	-12%
Oc1ccc(Cl)cc1CNc1cccc2cccnc12	-3%	-14%	i	?	5%	14%	4	-17%	?
CN(c1ccccc1C(=O)Nc1ccc(CC#N)cc1)S(=O)(=O)c1ccccc1	-5%	-1%	-6%	1%	1%	20%	1	8%	1%
Cc1ccc(S(=O)(=O)Nc2ccccc2N(C)S(=O)(=O)c2ccc(C)cc2)cc1	4%	1%	2%	7%	4%	25%	1	23%[2.33 µM]	-17%
Cc1ccc([N+](=O)[O-])cc1NC(=O)c1ccoc1C	-1%	-6%	6%	-11%	1%	?	-3	-3%[59 µM]	-31%[57.1 µM]
CCN1CCN(C(=O)c2ccc3c(c2)N(Cc2c(F)cccc2Cl)C(=O)c2ccccc2S3)CC1	5%	-7%	i	nt	4%	-3%	-2	-33%[59 µM]	?
COc1ccc(C(=O)NCC(c2ccco2)N2CCCC2)cc1S(=O)(=O)N1CCCCC1C (stereo not drawn)	5%	11%	-1%	-7%	-5%	32%	4	7%[59 µM]	-28%
COc1ccc(S(=O)(=O)N2CCCC(C(=O)N3CCCCCC3)C2)cc1 (stereo not drawn)	-6%	-1%	-7%	11%	-10%	31%	5	11%[12.7 µM]	1%
CCOP(=O)(c1ccc(N(C)C)cc1)C(O)c1ccncc1 (stereo not drawn)	-6%	24%	0%	-4%	5%	24%	1	nt	-6%
CCc1cc(Cn2nc(-c3ccccc3)cc2C(=O)NCc2cccc(Br)c2)on1	-3%	18%	-1%	nt	-8%	65%[activator]	1	nt	0%
CC(=O)NC1(C(F)(F)F)C(=O)Nc2c1c(=O)[nH]c(=O)n2-c1ccccc1 (stereo not drawn)	5%	-3%	-8%	-24%	8%	-9%	5	5%	-11%
O=C(c1ccccc1)C1N=NCC1c1ccc(Cl)cc1 (stereo not drawn)	-11%	4%	i	nt	-4%	9%[57 µM]	2	nt	-31%
CN1C(=S)SC(/[N+]([O-])=C\c2cccs2)C1(C)C (stereo not drawn)	1%	3%	9%	1%	3%	0%	-1	1%[59 µM]	-18%
CC1CC(C)CN(CC(O)COCCOc2ccc(Br)cc2)C1 (stereo not drawn)	2%	-9%	i	17%	4%	17%	-5	15%[59 µM]	-11%
Cc1ccccc1NC(=O)Nc1cnccn1	1%	-17%	1%	-12%	6%	39%	0	3%	-14%
COc1ccc(CCN(Cc2cc3cc(C)cc(C)c3nc2Cl)C(=O)C2CC2)cc1	nt	-1%	-1%[11.5 µM]	-10%	2%	51%[activator]	0	?	2%
O=C(CCN1C(=O)CSc2ccccc21)Nc1ccc(OC(F)(F)F)cc1	-1%	2%	1%	-4%	1%	33%[activator]	2	12%[2.33 µM]	-10%
COc1cccc(NC(=O)CNC(=O)c2cccs2)c1	-2%	0%	0%	0%	6%	38%	-4	25%[59 µM]	-7%
COc1ccc(CNC(=O)CN2C(=O)NC3(CCCCCC3)C2=O)cc1	6%	-8%	0%	nt	3%	29%	-2	nt	-3%
Cn1ncc2c(Nc3ccccc3Br)ncnc21	-1%	-9%	-9%	12%	2%	15%	-4	0%[12.7 µM]	-12%
COc1ccc(NC(=O)CS(=O)c2ccc(Br)cc2)cc1 (stereo not drawn)	-2%	0%	-1%	-2%	-8%	36%	0	23%	5%
O=C(O)CCn1c(CO)nc2ccccc21	4%	1%	0%	56µM*	0%	-7%	-5	3%	-11%
COc1ccc(Br)cc1CNC(=O)CCCc1cn(C)c2ccccc12	1%	-1%	7%	?	4%	-3%	2	?	?
N#C/C(=C\c1ccc(O)c(O)c1)C(=O)N1CCc2ccccc21	0%	40%[activator]	-6%	8.9µM*	3%	?	5	6.3µM*	16µM*
CCOc1ccc(-c2cc3nc(C4CCN(C(=O)OC(C)(C)C)CC4)c(C(=O)Nc4cccc(C(F)(F)F)c4)cn3n2)cc1	5%	17%	-6%	-17%	-3%	40%[activator]	4	-5%[59 µM]	7%
O=C(Nc1cccnc1)c1ccc(Br)c(S(=O)(=O)N2CCCC2)c1	-9%	-9%	i	-6%	-2%	21%	0	22%	-20%
CCCn1c(CCC(=O)O)nc2cc(S(=O)(=O)N3CCCC3)ccc21	29%	-1%	-4%	-17%	4%	15%	4	14%[12.7 µM]	1%
CCN1C(=O)[C@H]2[C@@H](c3ccc(-c4cccc(Cl)c4)cc3)N[C@@](CC(C)C)(C(=O)OC)[C@H]2C1=O	0%	0%	-5%	nt	-5%	10%	2	nt	-32%
O=c1[nH]c2ccccc2nc1/C=C/c1ccc(Cl)cc1	-4%	?	2%	-3%	?	8%	-2	-5%	10µM*
Cc1ccc(/C=C/C(=O)OCC(=O)Nc2ccc3[nH]c(=O)[nH]c3c2)o1	-4%	3%	-10%	6%	5%	16%	-1	40µM*	-16%
COc1cc(/C=C/C(=O)c2cccc([N+](=O)[O-])c2)cc(OC)c1OC	0%	2%	-2%	?	-12%	-11%	-7	?	?
O=C(CNC(=O)C(c1ccccc1)c1ccccc1)N/N=C\c1cccc(O)c1	-4%	7%	-2%	16%	2%	32%	1	nt	-3%
CN(C)Cc1c(C(=O)N/N=C/c2cccc(OCc3c(F)cccc3Cl)c2)nnn1-c1nonc1N	22%	-10%	-13%	-16%	-9%	21%	-8	-3%	-1%
CN1C(=O)C(O)(CC(=O)/C=C\c2ccc3c(c2)OCO3)c2ccccc21 (stereo not drawn)	8%	2%	-6%	-28%	-12%	25%	-4	3%	-11%[11.4 µM]
C=CCNC(=O)/C(C#N)=C/c1ccccc1OCc1ccc(C(=O)OC)cc1	-3%	4%	nt	-4%	3%	38%	14	12%	-10%
COc1cccc(N2CC(C(=O)Nc3nnc(SCC(=O)Nc4cc(C)on4)s3)CC2=O)c1 (stereo not drawn)	-3%	22%	3%	-21%	4%	23%	2	-46%	2%
COc1ccccc1C(=O)Nc1ccc(S(=O)(=O)Nc2cc(C)nc(C)n2)cc1	-1%	0%	-8%	5%	0%	28%	6	2%[12.7 µM]	-1%
Cc1noc(C)c1COC(=O)c1cc(C)n(-c2ccccc2)c1C	-4%	24%	-2%	-38%	-2%	-21%	2	11%[12.7 µM]	?
